Pf gametocyte: kills late stage P. falciparum gametocytes. P. falciparum stage V gametocytes, ATP luminescence, 24 h. inhibition, % at 10.9 µM. 0.065% of 150,000 active;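 active means inhibition above the mean plus 3 SD of compounds within the control limits, set per campaign, cut at about 38% in these data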;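 further: 0% = DMSO wells and 100% = medium only without gametocytes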
Avidin bead fluor: compound fluoresces at 488/530 nm on avidin beads | fluorescence (KMESF) at 10 µM | compound fluorescence 488/530 nm, flow cytometry; active compounds read high | 0.38% of 220,000 active | AID 1775; in the data active means fluorescence above about 47; further: inactives centre near 10
The depositor's hits bear a star.

SMILES	Pf gametocyte	Avidin bead fluor
O=C1CN(C(=O)CNCc2cccc(Cl)c2)c2ccccc2N1	1	6
O=C(Nc1nc2c(F)cc(F)cc2s1)C1CC(=O)N(Cc2ccco2)C1 (stereo not drawn)	-6	5
CCC1(C)CC2(CCCN(CCC(O)(c3ccccc3)c3ccccc3)C2)CCO1 (stereo not drawn)	-18	4
CC(NC(=O)Cn1nc(-c2ccccc2)ccc1=O)c1ccccc1 (stereo not drawn)	-37	8
O=S(=O)(CC(c1ccccc1)N1CCCCC1)c1ccc(Cl)cc1 (stereo not drawn)	1	8
O=C(NC(=S)Nc1ccc2c(c1)OCCO2)c1ccco1	-2	6
O=C(c1ccccc1)C1CCN(c2ncccc2[N+](=O)[O-])CC1	-11	3
COc1cccc(C(=O)n2ccc(-c3cccs3)n2)c1	-17	6
COC(=O)c1cnc(NNS(=O)(=O)c2ccc(Cl)cc2)nc1C(F)(F)F	-16	9
Cn1c(N)c(C(=O)COC(=O)COc2ccc(C#N)cc2)c(=O)n(C)c1=O	-2	6
Cn1ccnc1C(=O)c1ccc(Cl)c(S(=O)(=O)N2CCOCC2)c1	-14	5
O=C(O)c1[nH]c2ccc([N+](=O)[O-])cc2c1-c1ccccc1	-3	11
CCOC(=O)c1nn(-c2ccc(Cl)cc2)cc1O	12	5
Cn1c(SCC(=O)c2cc(Cl)c(Cl)s2)nnc1-c1ccco1	2	7
CCn1cc(CN2CCCC(C(=O)c3ccc(-c4ccccc4)c(F)c3)C2)cn1 (stereo not drawn)	0	6
CCOC(=O)c1[nH]c2cc(OC)c(OC)cc2c1NC(=O)CCN1CCSCC1	-1	0
Cc1ccc(N2C(=O)SC(Cc3ccccc3)C2=O)cc1 (stereo not drawn)	11	3
CN1CCN(CC(=O)Nc2ccccc2Oc2ccccc2)CC1	0	6
O=C(N/N=C/c1c[nH]c2ccccc12)c1cc2ccccc2o1	-22	9
CC(C)CNC(=O)N1c2ccccc2Sc2ccccc21	8	5
N=c1n(CCCOc2ccc(Br)cc2)c2ccccc2n1CC(N)=O	1	7
Cc1ccc2nc(-c3ccc(-c4ccccn4)s3)cn2c1	15	9
COc1ccc(Oc2ccc(C(F)(F)F)cc2N)cc1	8	6
COC(=O)c1sc(C(C)(C)C)cc1CSc1ccccc1	-4	7
Nc1cc(=O)n(Cc2ccccc2)c(=O)n1-c1ccc(Cl)cc1	8	7
Continuation:
SMILES	Pf gametocyte	Avidin bead fluor
Cn1nc(C(F)(F)F)c(-c2ccc(Br)cc2)c1NC(=O)CSCC(=O)O	-16	7
Cn1c(SCC(=O)O)nnc1-c1ccc(NC(=O)c2ccc(Cl)c(Cl)c2)cc1	8	9
Cc1cccc(C)c1NC(=O)C[n+]1cc(-c2ccccc2)n2c1CCC2	-10	8
CCO[C@H]1OC(C(=O)NC2CC2)=C[C@@H](c2c[nH]c3ccccc23)[C@@H]1CCCO	-20	12
O=S(=O)(c1cccc(-c2nnc3n2CCCCC3)c1)N1CCOCC1	4	7
O=C(O)c1[nH]c2ccc(Br)cc2c1CCN1C(=O)c2cccc([N+](=O)[O-])c2C1=O	-1	7
CC(=O)c1ccc(C(=O)N2CCc3c([nH]c4ccccc34)C2c2cccc(C)n2)s1 (stereo not drawn)	18	4
Cn1c(NNC(=O)c2ccccc2F)cc(=O)n(C)c1=O	1	5
O=c1[nH]c(N/N=C/c2cc3c(cc2[N+](=O)[O-])OCO3)nc2ccccc12	-7	5
CN(C)CC(O)CN(c1ccccc1)c1ccccc1 (stereo not drawn)	-4	4
CCCn1c(S(=O)(=O)O)nc2ccccc21	-3	11
Nc1nnc(-c2cccc([N+](=O)[O-])c2)o1	3	7
CC1(C)Cc2c(sc3c2c(N)nc(=S)n3Cc2ccc(Br)cc2)CO1	-2	8
O=C(Nc1ccc(N2CCCCC2)cc1)c1ccc(F)cc1F	20	6
COc1ccc(N(C(=O)c2ccncc2)S(=O)(=O)c2cccs2)cc1	18	8
CC(=O)c1ccc(N2CCN(c3ccc(S(=O)(=O)NCCN(C)C)cc3[N+](=O)[O-])CC2)cc1	-20	8
Cc1cccc(Nc2c([N+](=O)[O-])c(=O)oc3ccccc23)c1	-17	6
COc1ccc(COC(=O)N/N=C(\C)CC(=O)Nc2ccc(Cl)cn2)cc1	-2	4
Cc1ccc(NC(=O)Cc2nnc(N)s2)cc1	-9	7
O=C(N/N=C/C(Br)=C\c1ccccc1)c1ccco1	12	9
NC(=O)c1cccc(CC(=O)c2ccccc2)c1	-17	6
CCN1CCN(Cc2ccc(NC(=O)c3ccc(C)c(NC(=O)c4csc(-c5ccncc5)n4)c3)cc2C(F)(F)F)CC1	18	7
CC12CCC(C(=O)NCCCN3CCOCC3)(C(Br)C1=O)C2(C)C (stereo not drawn)	10	7
Cc1nc(C)c(-c2ccn(S(=O)(=O)c3ccc(Cl)cc3)n2)o1	12	3
CCCC[n+]1ccn(-c2nc3ccccc3nc2[N-]S(=O)(=O)c2ccc(Br)cc2)c1	3	3
(cont.)
SMILES	Pf gametocyte	Avidin bead fluor
CCN(Cc1cc2ccccc2[nH]c1=O)C(=O)c1cccc([N+](=O)[O-])c1	15	5
CCc1cc(=O)oc2cc(C)cc(OCC(C)=O)c12	10	12
O=C(Nc1cccc(S(=O)(=O)NC2=NCCC2)c1)c1cc(-c2ccco2)nc2ccccc12	11	5
CCc1ccc(S(=O)(=O)Nc2ccc(O)c3c(=O)cc(-c4ccccc4Cl)oc23)cc1	-7	7
Cc1nc(-c2cc(-c3nc(-c4cc(C(F)(F)F)cc(C(F)(F)F)c4)no3)no2)cs1	13	5
O=C(/C=C/c1ccccc1)c1ccc2c(c1)OCO2	10	6
COc1ccc(C(=O)NC(=S)Nc2ccc(S(=O)(=O)Nc3cc(C)on3)cc2)cc1OC	2	5
CC(=O)Nc1ccc(S(=O)(=O)N2CCN(CC(=O)N3CCOCC3)CC2)cc1	-7	6
CC1(C)OC2C(CO)OC(n3cnc4c(=S)nc[nH]c43)C2O1 (stereo not drawn)	-19	3
CC1(C)OC2C(O1)[C@@H](CO)O[C@H]2n1cnc2c(N)ncnc21 (stereo partly drawn)	1	8
COc1ccc(CN2CN(S(=O)(=O)c3ccccc3)c3nc4ccccc4nc32)cc1	6	5
CCOC(=O)C(=CNc1ccc2c(c1)CCN2C(C)=O)C(=O)OCC	26	5
CC(C)(C)OC(=O)NCc1ccc(NC(=O)c2nc[nH]c2C(=O)N[C@@H](Cc2ccccc2)C(=O)OCc2ccccc2)cc1	-19	14
CN(c1nc2ccccc2n2c(C3CC3)nnc12)S(=O)(=O)c1ccccc1	19	8
Cn1ccnc1/C(=N\NC(=O)c1ccc(O)cc1)c1cccc([N+](=O)[O-])c1	1	6
CC(C)c1ccc2[nH]c(O)c(N=NC(=O)c3cccc(S(=O)(=O)Nc4cccc(Cl)c4)c3)c2c1	8	6
O=C(CN1c2ccccc2Sc2ccccc21)NNC(=O)Nc1ccc(Cl)c(Cl)c1	-15	7
CN(C)S(=O)(=O)c1ccc(C(=O)Nc2cccc(S(=O)(=O)NC3=NCCC3)c2)cc1	-16	6
COc1ccc(Nc2oc(-c3ccccc3F)nc2C#N)cc1	-14	4
COc1ccc(NC(=O)Nc2ccccn2)cc1OC	-10	6
Cc1ccc(Sc2ccc(/C=C3/C(=O)NN(c4ccccc4)C3=O)o2)cc1	-2	5
O=C(NCCc1ccc(Cl)cc1)c1cc2ccccn2n1	-4	11
CCCCCc1cc(=O)oc2c(C(CCN(CC)CC)c3ccc(OC)cc3)c(OC)cc(OC)c12 (stereo not drawn)	19	12
Cc1nnsc1-c1nnc(SCC(=O)c2ccccc2)n1C1CC1	-3	7
O=C(Cc1ccccc1[N+](=O)[O-])Nc1nccs1	8	6

Molecules listed so far that contain a furan ring, fused or not:
SMILES	Pf gametocyte	Avidin bead fluor
O=C(Nc1nc2c(F)cc(F)cc2s1)C1CC(=O)N(Cc2ccco2)C1 (stereo not drawn)	-6	5
O=C(NC(=S)Nc1ccc2c(c1)OCCO2)c1ccco1	-2	6
Cn1c(SCC(=O)c2cc(Cl)c(Cl)s2)nnc1-c1ccco1	2	7
O=C(N/N=C/c1c[nH]c2ccccc12)c1cc2ccccc2o1	-22	9
O=C(N/N=C/C(Br)=C\c1ccccc1)c1ccco1	12	9
O=C(Nc1cccc(S(=O)(=O)NC2=NCCC2)c1)c1cc(-c2ccco2)nc2ccccc12	11	5
Cc1ccc(Sc2ccc(/C=C3/C(=O)NN(c4ccccc4)C3=O)o2)cc1	-2	5

New compounds follow.
SMILES	Pf gametocyte	Avidin bead fluor
FC(F)(F)c1ccc(-c2nnc(-c3ccccn3)c(-c3ccccn3)n2)nc1	-8	3
C/C(=N\NC(=S)NC1CCCCC1)c1ccc(Cl)c(Cl)c1	-1	7
CC1CCCN(c2nc(N(C)c3ccccc3)nc(N)c2[N+](=O)[O-])C1 (stereo not drawn)	5	7
Cc1n[nH]c(=S)n(/N=C/c2cccs2)c1=O	8	7
CC(=O)N=c1c(C#N)cc2c(=O)n3cccc(C)c3nc2n1Cc1ccco1	1	6
CC(C)C(CO)N1CCN(Cc2ccccc2)CCC1=O (stereo not drawn)	20	11
O=C(CN1CCN(Cc2ccccc2)CC1)N/N=C/c1cccs1	10	4
CCCc1ncc(C(O)c2cccc(OC)c2)n1C (stereo not drawn)	-1	7
COc1ccc(S(=O)(=O)NCc2c(-c3ccccc3)noc2C)c(OC)c1	-18	9
O=C(CCC1CCCN(C(=O)CCCc2ccccc2)C1)N1CCN(c2ccccn2)CC1 (stereo not drawn)	-22	6
COc1ccc(-c2c(NC(=O)c3ccco3)n(-c3ccccc3)nc(C)c2=O)cc1	15	13
Cn1c(N)c(C(=O)CSc2ncn[nH]2)c(=O)n(C)c1=O	7	6
CN(C)C(=S)Nc1cccc(F)c1	26	6
COc1cccc(/C=N/NC(=O)c2ccc3nc[nH]c3c2)c1	-3	6
C/C(=N\O)c1cccc(Br)c1	-3	7
Cc1cc(C[n+]2ccsc2N)c2ncccc2c1	-2	8
O=C(Nc1ccc(Br)cc1)c1cc2ccccn2n1	-36	12
CC1CCC2(CC1)NC(=O)N(CC(=O)Nc1ccc3c(c1)CCC3)C2=O (stereo not drawn)	-25	8
O=C(Cn1cnc2c(nnn2Cc2ccccc2)c1=O)NCc1ccccc1Cl	15	6
O=C(C1CCN(Cc2nc(-c3ccc(Cl)cc3)no2)CC1)N1CCOCC1	4	4
COc1ccc(NS(=O)(=O)c2cccc(NC(=O)COc3ccc(OC)cc3)c2)cc1	-24	10
COc1ccc(C2C(C(=O)O)CCC(=O)N2c2ccc(C)cc2)cc1OC (stereo not drawn)	0	10
COC(=O)c1cc(OC)c(OC)cc1NC(=O)Nc1ccccc1F	-1	8
Cc1cnc(NC(=O)c2ccccn2)s1	-3	6
COc1ccc(NC(=O)c2nc[nH]c2C(=O)N(C)Cc2ccccc2)cc1	-6	11

Pulled by compound from the list above (4):
SMILES	Pf gametocyte	Avidin bead fluor
Cn1nc(C(F)(F)F)c(-c2ccc(Br)cc2)c1NC(=O)CSCC(=O)O	-16	7
CN(C)C(=S)Nc1cccc(F)c1	26	6
CCc1ccc(S(=O)(=O)Nc2ccc(O)c3c(=O)cc(-c4ccccc4Cl)oc23)cc1	-7	7
COc1ccc(C(=O)NC(=S)Nc2ccc(S(=O)(=O)Nc3cc(C)on3)cc2)cc1OC	2	5

Seven entries from above, comma-delimited.
Molecule,Pf gametocyte,Avidin bead fluor
CCCc1ncc(C(O)c2cccc(OC)c2)n1C (stereo not drawn),-1,7
COc1ccc(S(=O)(=O)NCc2c(-c3ccccc3)noc2C)c(OC)c1,-18,9
O=C(CCC1CCCN(C(=O)CCCc2ccccc2)C1)N1CCN(c2ccccn2)CC1 (stereo not drawn),-22,6
COc1ccc(-c2c(NC(=O)c3ccco3)n(-c3ccccc3)nc(C)c2=O)cc1,15,13
Cn1c(N)c(C(=O)CSc2ncn[nH]2)c(=O)n(C)c1=O,7,6
CN(C)C(=S)Nc1cccc(F)c1,26,6
COc1cccc(/C=N/NC(=O)c2ccc3nc[nH]c3c2)c1,-3,6

More entries follow.
SMILES	Pf gametocyte	Avidin bead fluor
Cc1ccc(C(=O)OCC(=O)Nc2ccccc2Cl)c(O)c1	5	3
COc1ccccc1CNC(=O)C(NS(=O)(=O)c1cccc2nsnc12)C(C)C (stereo not drawn)	-12	9
CCN(c1ccccc1)S(=O)(=O)c1cc(NC(=O)CSc2n[nH]c(=O)[nH]c2=O)ccc1Cl	-8	6
Cn1cc(C(=O)N/N=C/c2ccc([N+](=O)[O-])cc2)c2ccccc21	16	5
CCOC(=O)CSc1cc(-c2ccccc2)nc2ncnn12	-8	6
CC(=O)N1CCC(=NNc2ccc(S(N)(=O)=O)cc2[N+](=O)[O-])CC1	6	9
Cc1cn(Cc2ccccc2Cn2cc(C)c(=O)[nH]c2=O)c(=O)[nH]c1=O	-12	7
Cc1ccc2c(c1)nnn2C1CCN(CC(=O)Nc2ccc(F)cc2)CC1	9	9
O=C1Nc2ccccc2S/C1=C/c1cccs1	-11	8
COc1cccc(NC(=S)Nc2ccc(Br)cc2Cl)c1	10	6
O=C1CNC(=S)N1CCc1ccccc1Cl	-10	8
CC(C)=CCN1CCN(Cc2nc(-c3ccc(F)cc3)cs2)CC1CCO (stereo not drawn)	4	8
CC(=O)c1c(C)nn(-c2ccccc2)c1C	-8	7
Cc1ccc(NC(=S)N(Cc2ccccc2)C(C)C)cc1	-17	1

A portion of the library; count on the stated rates, not on these rows.
